# RXFP1 antagonist = qHTS Assay for Antagonists of the Relaxin Receptor RXFP1; Relaxin receptor 1 (Homo sapiens), Q9HBX9; HEK293-RXFP1, relaxin-stimulated cAMP HTRF, 30 min; stronger effect = lower value; activity change, negative = inhibition, % at 57.5 µM; hit rate 0.59% among 350,000; AID 1259400, 2018;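 active means activity change of -60% or lower, but not beyond a set lower limit; inconclusive means change between -60% and -40%, or beyond the set limit; inactive means change above -40%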; further: on the % scale 0 is the no-effect control and ±100 the full control effect
# APEX1 inh = qHTS Assay for Inhibitors of the Human Apurinic/apyrimidinic Endonuclease 1 (APE1) | DNA repair nuclease/redox regulator APEX1 (Homo sapiens), P27695 | recombinant APE1, TAMRA/BHQ-2 abasic DNA cleavage fluorescence | Potency, µM (series often up to 65.8 µM), for the others: top-dose activity change, negative = inhibition, most hits filed as inhibitors | hit rate 0.35% among 350,000 | AID 2517, 2012;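 further: potency means the concentration at half of the fitted maximal effect; plate controls were vehicle for no effect and reference inhibitor for full effect; nearly all actives have a fitted effect of over 55% in size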
# Target sequence (P27695 whole entry, looked up): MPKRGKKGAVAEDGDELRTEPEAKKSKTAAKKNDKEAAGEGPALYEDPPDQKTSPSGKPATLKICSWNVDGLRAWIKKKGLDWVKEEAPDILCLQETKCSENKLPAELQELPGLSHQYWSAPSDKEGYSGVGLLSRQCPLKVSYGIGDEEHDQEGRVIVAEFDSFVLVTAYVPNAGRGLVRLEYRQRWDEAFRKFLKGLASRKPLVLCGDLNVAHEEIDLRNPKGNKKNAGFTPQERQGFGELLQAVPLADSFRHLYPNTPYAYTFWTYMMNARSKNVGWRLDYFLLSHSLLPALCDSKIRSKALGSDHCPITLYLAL
#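 Enzyme (0.75 nM final) and test compound are incubated 15 min at room temperature before adding 50 nM quenched THF abasic-site duplex. Cleavage dequenches TAMRA, followed at 525/598 nm over three reads one minute apart.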
# Pol kappa inh = qHTS for Inhibitors of Polymerase Kappa. hit rate 0.53% among 400,000. Potency, µM (doses to about 107 µM), for the others: top-dose activity, negative = inhibition, most hits filed as inhibitors. purified Pol kappa, fluorescent DNA synthesis assay, 10 min. DNA polymerase kappa (Homo sapiens), Q9UBT6; further: potency means the concentration at half of the fitted maximal effect; on the % scale 0 is the no-effect control and ±100 the full control effect
#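 First, compounds were pin-transferred onto 10 nM Pol kappa. After 15 min at room temperature, substrate was added to 50 nM final. Fluorescence was then measured kinetically at 0 and 10 min.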
# Pol iota inh = qHTS for Inhibitors of Polymerase Iota; DNA polymerase iota (Homo sapiens), Q9UNA4; Pol iota fluorescent replication assay, 10 min; Potency, µM (series often up to 115 µM), without a hit: at the highest dose activity, negative = inhibition, hits mostly inhibitors; hit rate 1% among 390,000; AID 588590, 2011; further: potency means the concentration at half of the fitted maximal effect
#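 Pol iota at 10 nM preincubated 15 min with compounds at room temperature; reaction started with fluorescent substrate, 50 nM final. Fluorescence read kinetically at 0 and 10 min; buffer-only wells as negative control.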
# BLM helicase inh = qHTS Assay for Inhibitors of Bloom's syndrome helicase (BLM). Potency, µM (series often up to 56.1 µM), without a hit: at the highest dose activity change, negative = inhibition, actives largely listed as inhibitors. hit rate 0.2% among 350,000. RecQ-like DNA helicase BLM (Homo sapiens), P54132. recombinant BLM DNA unwinding, fluorescence dequenching;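 further: potency means the concentration at half of the fitted maximal effect; plate controls were vehicle for no effect and no enzyme for full effect; nearly all actives have a fitted effect of over 35% in size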
# POLB inh = qHTS Assay for Inhibitors of DNA Polymerase Beta | P06746 | Potency, µM (doses to about 114 µM), without a hit: at the top dose activity change, negative = inhibition, hits mostly inhibitors | Pol beta primer extension/strand displacement, fluorescence kinetic | hit rate 1.3% among 340,000; further: potency means the concentration at half of the fitted maximal effect; on the % scale 0 is the no-effect control and ±100 the full control effect
#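 Preincubation: enzyme (10 nM) with compound, 15 min, RT. Reaction: substrate added to 50 nM final. Reads: 0 and 10 min. Analysis: normalized, Hill fit.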
# Anesthetic bind = qHTS Assay for Identification of Novel General Anesthetics. Ferritin light chain (Equus caballus), P02791. AID 485281, 2010. Potency, µM (doses to about 77.5 µM), for inactives: top-dose activity change, negative = displacement, usual class: inhibitors. apoferritin/1-aminoanthracene competitive binding, fluorescence. hit rate 0.074% among 350,000; further: potency means the concentration at half of the fitted maximal effect; on the % scale 0 is the no-effect control and ±100 the full control effect; nearly all actives have a fitted effect of over 20% in size
#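 Read-out: endpoint 1-AMA fluorescence, excitation 380 nm and emission 535 nm, after compounds sit 10 min at room temperature with 10 uM horse-spleen apoferritin in 50% saturated 1-AMA/PBS. Values come from four-parameter Hill fits.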
# POLH inh = qHTS for Inhibitors of Polymerase Eta | recombinant Pol eta, fluorescent DNA replication assay | Potency, µM (titrated, usually from 114 µM), for the others: at the top dose activity change, negative = inhibition, usual class: inhibitors | hit rate 1.2% among 390,000; further: potency means the concentration at half of the fitted maximal effect; on the % scale 0 is the no-effect control and ±100 the full control effect
# Target sequence (Q9Y253 whole entry, looked up): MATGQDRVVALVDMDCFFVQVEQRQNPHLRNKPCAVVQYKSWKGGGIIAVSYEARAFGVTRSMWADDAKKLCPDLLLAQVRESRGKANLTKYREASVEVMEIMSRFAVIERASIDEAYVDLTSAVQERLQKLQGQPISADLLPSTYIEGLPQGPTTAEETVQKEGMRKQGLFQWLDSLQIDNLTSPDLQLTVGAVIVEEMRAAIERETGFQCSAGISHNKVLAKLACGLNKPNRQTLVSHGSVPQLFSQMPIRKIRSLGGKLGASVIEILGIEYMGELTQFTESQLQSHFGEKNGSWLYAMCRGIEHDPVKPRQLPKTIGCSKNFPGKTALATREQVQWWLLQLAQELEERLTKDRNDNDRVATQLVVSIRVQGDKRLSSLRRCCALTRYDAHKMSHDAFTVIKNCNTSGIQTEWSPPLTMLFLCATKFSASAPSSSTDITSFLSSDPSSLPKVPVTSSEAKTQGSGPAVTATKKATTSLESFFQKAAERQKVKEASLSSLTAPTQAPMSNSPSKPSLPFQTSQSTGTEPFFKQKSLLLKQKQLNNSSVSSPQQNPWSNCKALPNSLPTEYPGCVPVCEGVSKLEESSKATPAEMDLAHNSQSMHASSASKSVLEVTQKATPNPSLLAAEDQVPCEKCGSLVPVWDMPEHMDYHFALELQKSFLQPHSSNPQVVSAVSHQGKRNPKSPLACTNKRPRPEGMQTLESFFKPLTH
#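 Fluorescent replication assay: 50 nM final substrate added after a 15 min room-temperature compound preincubation with 10 nM enzyme. Signal taken at 0 min and again at 10 min.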
# Tb PGK inh = qHTS Assay to Find Inhibitors of Phosphoglycerate Kinase; Phosphoglycerate kinase, glycosomal (Trypanosoma brucei brucei), P07378; PGK/GAPDH coupled, Kinase-Glo luminescence, 60 min; Potency, µM (doses to about 57.5 µM), for the others: at the top dose activity change, negative = inhibition, most hits filed as inhibitors; hit rate 0.043% among 380,000; AID 602233, 2012; further: potency means the concentration at half of the fitted maximal effect; on the % scale 0 is the no-effect control and ±100 the full control effect; nearly all actives have a fitted effect of over 60% in size
#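 Recombinant glycosomal PGK reaction used 1,3-bisphosphoglycerate generated in-well by GAPDH (100nM final) in 100mM TEA pH 7.6, 5mM MgCl2, 0.01% Tween-20. After 60 minutes at room temperature, ATP was read by Kinase-Glo Plus luminescence end-point.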
# * marks the source's active call; other numbers are inactive results; i = inactive; ? = inconclusive; . = not tested or not shown; & = joins results of further samples; [ ] = dose if it differs, or a comment. Unless noted, the call rests on the fitted dose curve; in most records, active means well fitted curve in the direction sought with a large enough effect; inconclusive means small, poorly fitted or top-dose-only effect, or another doubt; inactive means no such curve, though single readings can be large; an effect the other way counts as inactive or inconclusive.
SMILES,RXFP1 antagonist,APEX1 inh,Pol kappa inh,Pol iota inh,BLM helicase inh,POLB inh,Anesthetic bind,POLH inh,Tb PGK inh
Cc1ccccc1NCCNc1ccccc1C,-3,0%,-10%,-18%,-6%,-3%,?,-4%,-8%
CSCCC(NC(=O)c1ccccc1Cl)C(=O)N1CCCCCCC1 (stereo not given),1,21%,11%,26%,.,.,.,-15%,2%
O=C(c1ccc(Cl)cc1)N1CCN=C1c1ccccc1,-13,4%,-21%,15%,2%,24%,-2%,-8%,i
Cc1ccc(S(=O)(=O)NC(C)C(=O)NC(C)c2cccs2)cc1 (stereo not given),-10,38%,-9%,-12%,-4%,22%,2%,-11%,-2%
CCN(CC)CCNC(=O)c1c(C)oc2cc(Br)c(OC)cc12,3,-2%,-8%,10%,-11%,25%,-9%,1%,0%
COc1ccc2c(=O)c3c(=O)n(CCc4ccccc4)c(C(C)C)nc3oc2c1,-8,15%,-14%,52%[activator],-5%,-14%,4%,5%,-3%
CC(=O)c1c(C)oc2ccc(NS(=O)(=O)c3ccc(C)cc3)cc12,-11,-2%[12.4 µM],-7%,13%,0%,14%,2%,-18%,6%
Cc1cc(=O)oc(C)c1C(=O)NCCCN1CCN(c2ccc(F)cc2)CC1,-13,0%,-11%,17%,-2%,19%,-6%,-12%,0%
CCOc1ccc(NC(=O)c2cc3cc4ccc(C)cc4nc3o2)cc1,.,7%,-22%,-7%,-1%&-9%,-2%&-5%,-4%&-5%,-14%,-3%
Cn1c2ccccc2c(=O)c2c(=O)n(Cc3ccco3)c(-c3ccc(Cl)cc3Cl)nc21,.,0%,.,.,-11%,-11%,5%,.,.
Cc1nn2c(=O)cc(COc3ccc(/C=C(\C#N)C(=O)Nc4ccc(F)cc4)cc3)nc2s1,.,.,-19%,-18%,-6%,?,3%,?,-2%
CC(=O)N1CCN(CC(=O)Nc2c(Cl)cccc2Cl)CC1,-1,2%,-3%,12%,-1%,-2%,-5%,-2%,0%
OC(COc1cccc2ccccc12)CN1CCN(c2ccccc2)CC1 (stereo not given),-6,-8%,3%,-10%,-2%,-1%,-21%,?,-3%
COc1ccccc1CNC(=O)C1CC2Cn3c(nc4ccccc43)C2N1C (stereo not given),.,-2%,4%,-18%,-1%,3%,-12%,-19%,-1%
CC1(C)CC(=O)c2cc(O)ccc2O1,3,20%,-1%,29%,-12%,5%,14%,-9%,-5%

# A second format for some results above:
CCN(CC)CCNC(=O)c1c(C)oc2cc(Br)c(OC)cc12
  RXFP1 antagonist = 3	APEX1 inh = -2%	Pol kappa inh = -8%	Pol iota inh = 10%	BLM helicase inh = -11%	POLB inh = 25%	Anesthetic bind = -9%	POLH inh = 1%	Tb PGK inh = 0%
COc1ccc2c(=O)c3c(=O)n(CCc4ccccc4)c(C(C)C)nc3oc2c1
  RXFP1 antagonist = -8	APEX1 inh = 15%	Pol kappa inh = -14%	Pol iota inh = 52%[activator]	BLM helicase inh = -5%	POLB inh = -14%	Anesthetic bind = 4%	POLH inh = 5%	Tb PGK inh = -3%
CC(=O)c1c(C)oc2ccc(NS(=O)(=O)c3ccc(C)cc3)cc12
  RXFP1 antagonist = -11	APEX1 inh = -2%[12.4 µM]	Pol kappa inh = -7%	Pol iota inh = 13%	BLM helicase inh = 0%	POLB inh = 14%	Anesthetic bind = 2%	POLH inh = -18%	Tb PGK inh = 6%

# (continued)
SMILES,RXFP1 antagonist,APEX1 inh,Pol kappa inh,Pol iota inh,BLM helicase inh,POLB inh,Anesthetic bind,POLH inh,Tb PGK inh
COc1ccc(C(=O)Nc2ccc(OC)c([N+](=O)[O-])c2)cc1Br,4,?,-15%,-48%,-13%,20µM*,?,?,i
O=C(c1ccco1)N(Cc1ccc([N+](=O)[O-])cc1)c1ccc(Br)cc1,-15,-9%,-8%,7%,-12%,-6%,?,?,-14%
Cc1cccc(CN2CCN(C(c3ccccc3)c3ccc(Cl)cc3)CC2)c1 (stereo not given),?,-1%,10%,2%,-10%&-4%,0%,-2%&52%,-14%,i
COC(=O)NNC(=O)CCCOc1ccc(Cl)cc1Cl,-7,3%,-1%,16%,4%,19%,-8%,-5%,-10%
O=C(NCc1ccccc1Cl)c1ccc(Br)o1,4,10%,3%,24%,0%,37%,?,-18%,-2%
C=CCN1C(=O)/C(=C2\SC(N3CCOCC3)=NC2=O)c2cc(Br)ccc21,6,3%,-8%,11%,-1%,19%,-8%,9%,-3%
N#C/C(=C\c1cn[nH]c1-c1ccccc1Br)C(=O)O,-4,-3%,-9%,50%[activator],2%,6%,-4%,2%,2%
COc1ccc(CCNC(=O)COC(=O)c2ccc[nH]c2=O)cc1,-23,-2%,6%,1%,-7%,32%,-7%,-12%,-10%
CCCn1c(C)cc(-c2csc(NC(=O)CCc3nc4ccccc4c(=O)[nH]3)n2)c1C,-15,19%,-3%,?,.,.,.,-5%,-8%
CCNC(=S)N1CCN(S(=O)(=O)c2cccc(C(F)(F)F)c2)CC1,5,7%,-21%,?,-2%,1%,-13%,-14%,i
CC(C)(C)Cc1nnc(NS(=O)(=O)c2ccc(F)cc2)s1,8,2%,-1%,18%,1%,16%,-20%,-12%,1%
COc1cccc(NC(=O)CCC2CCN(C(=O)c3sccc3C)CC2)c1,-2,-5%,-5%,12%,-2%,42%,-18%,-8%,i
O=C1c2ccccc2C(=O)N1CC1CO1 (stereo not given),2,.,-21%,-12%,.,.,.,-3%,0%
NC(=S)N1N=C(c2ccccc2)CC1=O,2,.,-13%,?,.,.,.,-9%,8%
O=C(CCc1nc2sc3c(c2c(=O)[nH]1)CCCC3)NCCOc1ccccc1,-19,-7%,-23%,?,.,.,.,?,2%
O=c1n(CC2CO2)c(=O)n(CC2CO2)c(=O)n1CC1CO1 (stereo not given),-1,4%,-10%,9%&-14%,2%,.,.,-13%,0%
COc1ccc(CCNC(=O)c2c(C)nn(-c3ccc(F)cc3)c2-n2cccc2)c(OC)c1OC,.,.,0%,18%,-1%,-1%,1%,-24%,-8%
C=CC[C@@H](CC(=O)N[C@@H](CO)Cc1ccccc1)C(=O)N[C@H](COC(=O)[C@@H](CC=C)Cc1ccc(F)cc1)Cc1c[nH]c2ccccc12,.,-7%,5%,26%,.,.,.,-21%,-6%
Cn1nc(-c2ccc(C(=O)NCC3CCCO3)cc2)c2ccccc2c1=O (stereo not given),-10,6%,-12%,4%,3%,4%,-7%,6%,-2%
Cc1cc(C)n2nc(-c3cccnc3)nc2n1,-3,-2%,-4%,25%,-1%,0%,-7%,-22%,-2%
Cc1ccc(S(=O)(=O)N2CCC(C(=O)OC(C)C(=O)NC3CCCCC3C)CC2)cc1 (stereo not given),-2,3%,5%,53%[activator],.,.,.,-19%,1%
COc1cccc(N/C=C/c2onc(C)c2[N+](=O)[O-])c1,-3,-4%,9%,17%,-3%,35%,-7%,-6%,i
CC(NC(=O)NC1CCCCC1)C(c1cccs1)N1CCN(c2ccccc2)CC1 (stereo not given),-10,13%,-4%,26%,-6%,11%,-7%,-27%,-4%
COc1ccc(-n2c(=O)cc(N3CCN(c4ccccc4OC)CC3)[nH]c2=O)cc1,-10,11%,6%,37%[activator],-1%,-6%,-2%,-17%,17%
CC(C)(C)c1cc(NCc2ccccn2)n2ncc(-c3ccc(Cl)cc3)c2n1,-2,-4%,-14%,14%,-5%,2%,5%,-22%,-8%
CCOC(=O)C1CCN(C(=O)c2cccc(NC3=NC4CS(=O)(=O)CC4S3)c2)CC1 (stereo not given),-4,65%[activator],1%,5%,1%,0%,-21%,-20%,i
Cc1ccc(N(CC(=O)NCc2ccco2)C(=O)CCC(=O)Nc2nccs2)c(C)c1,-6,30%,-15%,21%,-2%,33%,-9%,3%,-8%
O=C(CSCc1ccccc1Cl)NN=C1CCCCCC1,-8,1%,-3%,5%,1%,-7%,-18%,9%,i
CCCCCCc1ccc(N2C[C@H](C)[C@@H](CC(=O)NCc3ccccc3)C2=O)cc1,.,36%,7%,30%,-4%,-20%,?,-18%,i
O=C(CCCn1c(=O)[nH]c2ccsc2c1=O)N1CCCCC1,-2,-1%,-6%,15%,1%,15%,-14%,3%,i
CCS(=O)(=O)N1Cc2ccccc2CC1C(=O)NCCc1ccccc1 (stereo not given),-2,-3%,-7%,?,-2%,50µM*,5%,-14%,-2%
Cc1sc(NC(=O)CN(Cc2ccccc2)C(=O)C2CC2)c(C(N)=O)c1C,-2,2%,-5%,4%,-3%,16%,-4%,-16%,3%
CCOC(=O)C1(Cc2ccccc2)CCCN(Cc2ccc(OCC)c(CO)c2)C1 (stereo not given),-10,5%,7%,15%,2%,12%,-15%,-4%,-7%
COc1cccc(NC(=S)N(CCN(C)C)C(C)c2ccncc2)c1 (stereo not given),4,-1%,15%,31%[activator],-4%,28%,1%,-12%,i
CN(c1ccccc1)c1ncccn1,-2,.,2%,29%,.,.,.,-4%,-1%
CCCc1nnc(NC(=O)CCC(=O)NCCc2ccc(OC)c(OC)c2)s1,-9,9%,1%,-3%,5%,-18%,4%,-15%,-1%
Cc1ccc(CNC(=O)CSc2nc(N3CCCCC3)nc(N3CCCCC3)n2)cc1,-8,-2%,-6%,-7%,-5%,5%,-13%,-20%,i
COc1ccc(Nc2nc(CC(C)=O)ns2)cc1,-11,-6%,0%,14%,0%,1%,-11%,2%,-4%
COc1cc(CNCc2cccs2)ccc1OCc1ccccc1,-28,-1%,-7%,-5%,3%,22%,?,-5%,-6%
COc1ccc(OC)c(S(=O)(=O)N2CCC(C(=O)N3CCCC3)CC2)c1,0,28%,3%,-3%,-4%,3%,-3%,-14%,-10%
C=C1CCC2C(CC2(C)C)C(=C)CC/C1=N/O (stereo not given),.,2%,-8%[60.1 µM],.,0%,.,-10%,.,.

# Screening data: PubChem, National Center for Advancing Translational Sciences (NCATS)

# This is a subset, so the mix of outcomes need not match the whole.
